NPR1 activator = GC-A (human) enzyme activation | activation, % at 10 µM | HEK293 GC-A cells, cGMP TR-FRET, EC30 ANP; 0% at EC30 ANP, 100% saturating ANP | 370,000 compounds, 0.14% hits | P16066; in the data active = activation above about 40%
HTRA1 inh = inhibitors of human serine peptidase HTRA1 | recombinant HTRA1, FP-rhodamine activity-based probe, fluorescence polarization | inhibition, % at 5.96 µM | 340,000 compounds, 0.5% hits; in the data active = inhibition above about 36%;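 also: 0% = enzyme with DMSO and 100% = wells lacking enzyme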
Rev-erbA mod = modulators of human Rev-erb alpha DNA binding; P20393; Rev-erbα–FITC-DNA binding, fluorescence polarization, 90 min; activity, % at 10 µM; 370,000 compounds, 0.79% hits; AID 1259318;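 active = activity above about 14%, limit read from the data; passing the limit was not always enough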;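 also: 0% = DMSO wells with 35 nM protein and 100% = DMSO wells with 750 nM protein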
Target sequence (P20393 whole entry, looked up): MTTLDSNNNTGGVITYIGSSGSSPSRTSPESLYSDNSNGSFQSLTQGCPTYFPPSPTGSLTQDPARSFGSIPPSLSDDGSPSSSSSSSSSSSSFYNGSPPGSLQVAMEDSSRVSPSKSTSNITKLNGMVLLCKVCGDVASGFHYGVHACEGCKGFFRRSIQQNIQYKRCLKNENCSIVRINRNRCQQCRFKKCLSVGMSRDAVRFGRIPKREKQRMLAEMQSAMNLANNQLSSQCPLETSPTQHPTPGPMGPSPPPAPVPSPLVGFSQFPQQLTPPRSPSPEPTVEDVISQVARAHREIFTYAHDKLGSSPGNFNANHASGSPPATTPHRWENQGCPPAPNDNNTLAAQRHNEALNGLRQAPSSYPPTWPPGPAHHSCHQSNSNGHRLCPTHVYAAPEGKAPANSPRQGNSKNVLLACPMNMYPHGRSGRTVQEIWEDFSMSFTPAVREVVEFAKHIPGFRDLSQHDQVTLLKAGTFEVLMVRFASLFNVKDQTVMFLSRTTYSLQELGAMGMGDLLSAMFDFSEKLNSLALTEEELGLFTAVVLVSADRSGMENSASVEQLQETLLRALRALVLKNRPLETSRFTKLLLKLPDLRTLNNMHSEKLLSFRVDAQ
SMARCA2 act = increases SMARCA2 function in MMTV reporter cells | MG213 cells, MMTV-luciferase reporter, dexamethasone, overnight | activation, % at 9.1 µM | 370,000 compounds, 1% hits | AID 652017; in the data active = activation above about 7.8%;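 also: 0% = vehicle wells and 100% = reference activator wells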
mABHD4 FP = ABHD4 (mouse) inhibition, primary FP screen | purified mABHD4, FP-Rh probe fluorescence polarization | 370,000 compounds, 0.54% hits | AID 720543 | Q8VD66 | inhibition, % at 8.92 µM;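 active = inhibition exceeding the mean over every tested compound plus 3 SD, cut at about 30% in these data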;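 also: 0% = plate median of compound wells and 100% = S159A mutant with DMSO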
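Assay system: mABHD4 protein; medium: HEPES pH 7.0, NaCl, Pluronic buffer; dosing: 8.92 µM, single dose; schedule: 45 min + 60 min at 25 °C; signal: FP readout, ex 525 nm / em 598 nm; read-out: normalized percent inhibition of probe labeling; repeats: single replicate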
ARFGAP1 inh = inhibits rat ARF GTPase activating protein 1; Q62848; Arfgap1-stimulated ARF1 GTP hydrolysis, GDP FP detection; inhibition, % at 16.5 µM; 360,000 compounds, 0.26% hits;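 active = inhibition above a per-plate limit, mean inhibition of low control wells plus 3 SD, cut at about 25% in these data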;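 also: 0% = DMSO wells with enzyme and 100% = wells lacking Arfgap1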
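Material – truncated rat Arfgap1 GAP domain · Buffer or medium – HEPES-based buffer, pH 7.5 · Reagent – human ARF1(Δ1-17)-GTP substrate · Dosing – 16.5 µM single point, 1.26% DMSO · Schedule – GTP hydrolysis reaction 2 h at 25 °C · Technique – GDP detection by fluorescence polarization · Benchmarks – No-Arfgap1 wells (100%) versus DMSO full-reaction wells (0%) · Repeats – single replicate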
ASAP1 GAP inh = blocks human ASAP1-stimulated Arf1 GTP hydrolysis | inhibition, % at 16.5 µM | GDP FP detection | 360,000 compounds, 0.19% hits; in the data active = inhibition above about 25%;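 also: 0% = vehicle with enzyme and substrate and 100% = no enzyme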
Target sequence (Q9ULH1 325-724 limits assumed): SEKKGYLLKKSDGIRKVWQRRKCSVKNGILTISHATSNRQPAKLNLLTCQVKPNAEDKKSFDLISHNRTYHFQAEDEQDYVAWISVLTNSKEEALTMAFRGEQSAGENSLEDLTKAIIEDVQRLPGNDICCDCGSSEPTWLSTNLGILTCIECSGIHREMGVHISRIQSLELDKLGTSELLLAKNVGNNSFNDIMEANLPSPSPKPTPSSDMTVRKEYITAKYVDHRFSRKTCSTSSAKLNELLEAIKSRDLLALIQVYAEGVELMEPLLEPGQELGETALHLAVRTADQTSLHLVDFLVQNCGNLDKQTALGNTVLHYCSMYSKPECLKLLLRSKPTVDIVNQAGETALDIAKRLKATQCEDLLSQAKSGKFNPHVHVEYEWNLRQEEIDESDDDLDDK
rCAG binder = r(CAG) repeat RNA binding | TO-PRO-1 dye displacement fluorescence | inhibition, % at 3 µM | 370,000 compounds, 1.3% hits | AID 651821;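 active = inhibition above the plate cutoff, the mean of all test compounds on that plate plus 3 SD, cut at about 35% in these data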;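 also: 0% = DMSO alone and 100% = 100 µM mitoxantrone as full dye displacement; higher means more dye released from RNA so lower well fluorescence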
PG9 Ab binder = small molecules binding HIV-1 gp120 antibody PG9. TR-FRET gp120-PG9 antibody binding. AID 624416. 360,000 compounds, 0.43% hits. inhibition, % at 6.7 µM; in the data active = inhibition above about 8.5%
NPR2 activator = GC-B (human) receptor activation; HEK293-GC-B cells, CNP EC30, cGMP TR-FRET; 0% at EC30 CNP, 100% saturating CNP; activation, % at 10 µM; 370,000 compounds, 0.11% hits; P20594;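 active = activation at 10 µM reaching about 35% in either raw or pattern-adjusted values, limit read from the data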
An asterisk follows results filed as active; nt = not tested or not shown; & = joins results of further samples.

SMILES | NPR1 activator | HTRA1 inh | Rev-erbA mod | SMARCA2 act | mABHD4 FP | ARFGAP1 inh | ASAP1 GAP inh | rCAG binder | PG9 Ab binder | NPR2 activator
COc1cccc(N(CC(=O)NC(C)c2ccccc2)S(C)(=O)=O)c1 (configuration not stated) | -4 | 0 | 4 | 2 | 0 | 6 | -16 | -2 | -1.5 | -5
CC1CCCCN1C(=O)CSc1nc2c(c(=O)n(C)c(=O)n2C)n1C (configuration not stated) | 1 | 0 | 4 | -2 | -6 | 4 | -2 | -2 | -1.3 | -3
CCOC(=O)c1ccc(NC(=O)NCc2ccc(OC)cc2)cc1 | -3 | -13 | -2 | 0 | -7 | 2 | 11 | -2 | -0.3 | 8
COc1ccc(NS(=O)(=O)c2c(C)cc(C)cc2C)cn1 | -8 | -1 | 1 | -3 | -11 | -3 | -4 | -4 | -2.2 | -8
CCC(=O)n1nc(-c2cccnc2)nc1NCc1ccccc1 | -5 | -3 | 6 | -4 | -6 | 22 | 5 | -3 | -0.8 | -5
CCOc1ccc(NC(=O)CN(C)C(=O)C(C)Oc2ccc(Cl)cc2)cc1OCC (configuration not stated) | 5 | -3 | 2 | 0 | 1 | -8 | -11 | -4 | 1.6 | -10
O=C(NCCO)C1CCN(S(=O)(=O)c2ccc(F)cc2)CC1 | -2 | 5 | 1 | 1 | -4 | -17 | -13 | 0 | -2.4 | 0
CCC(=O)Nc1cc2nn(-c3ccc(C)cc3)nc2cc1C | 31 | -1 | 11 | -3 | -3 | 12 | -3 | -2 | -0.1 | -4
COc1cccc(C(=O)Nc2c3c(nn2-c2cccc(C)c2C)CS(=O)C3)c1OC (configuration not stated) | -3 | -5 | -3 | -3 | -2 | -11 | -6 | -8 | -1.0 | -4
O=C(Nc1cccc([N+](=O)[O-])c1)C1C2/C=C\CCCCC21 (configuration not stated) | -3 | -1 | 4 | -3 | -2 | 2 | -10 | -3 | 0.3 | -7
Cc1ccc(CN2CCC[C@]3(N[C@H](c4ccc(C(F)(F)F)cc4)[C@@H]4C(=O)N(Cc5ccccc5)C(=O)[C@@H]43)C2=O)cc1 | 2 | -35 | 0 | -8 | -16 | -6 | 12 | 4 | 0.7 | 5
O=C(NC1CCCCN(Cc2ccc(OC(F)(F)F)cc2)C1=O)c1ccc(F)c(F)c1 (configuration not stated) | 6 | nt | -5 | -2 | -6 | nt | nt | -2 | nt | -3
O=C(Nc1ccccc1C(=O)N1CCCC1)c1ccc(Cl)cc1Cl | 0 | 0 | 0 | 4 | -4 | 0 | 5 | -1 | -1.5 | 0
CC(C)CC(=O)NC(=S)Nc1cc(C(F)(F)F)ccc1N1CCOCC1 | 3 | -5 | 8 | -3 | -9 | -7 | 7 | -2 | 0.9 | -2
CC1(C)CC(=O)C=C(NC2CCCCCC2)C1 | -2 | 1 | 2 | -2 | -8 | -1 | 2 | -1 | -1.0 | 3
COCCNC(=O)C1(C)CCN(C(=O)c2ccc3c(c2)C(C)(C)CCC3(C)C)C1 (configuration not stated) | -1 | nt | -6 | -4 | 7 | -9 | 9 | -2 | -0.8 | 2
O=C(NCCN1CCCC1)c1ccc(Cn2c(=S)[nH]c3ccc(Br)cc3c2=O)cc1 | -5 | -12 | -1 | -4 | -3 | 4 | -11 | 10 | -1.2 | 5
Cc1cc(NC(=O)CSCc2ccc([N+](=O)[O-])cc2)no1 | 0 | 1 | -5 | -2 | -2 | -3 | -7 | 4 | -0.2 | 1
c1ccc2c(c1)OC(CCCN1CCCCC1)c1ccccc1S2 (configuration not stated) | -30 | 3 | -1 | -5 | 2 | -14 | 5 | 5 | 1.3 | -27
C=CCNC(=S)Nc1cccc([N+](=O)[O-])c1 | 2 | 6 | -6 | -1 | 3 | 0 | 5 | 1 | -0.9 | 0
CC(=O)c1cccc(N(C(=O)c2ccco2)C(C(=O)NC2CCCCC2)c2ccc(C)o2)c1 (configuration not stated) | -10 | 2 | 5 | -2 | -1 | 14 | 6 | 0 | -1.7 | -4
CCOc1ccccc1C(=O)N1c2ccccc2Sc2ccccc21 | -14 | -20 | 6 | -1 | 4 | -3 | -12 | -4 | -0.9 | -2
CCOC(=O)COn1c(=O)c(-c2ccc(Cl)cc2)[n+]([O-])c2ccccc21 | 2 | 2 | -3 | 2 | 1 | -10 | 17 | -3 | -0.2 | -2
Cc1ccc(O)c(N=Nc2ccc(S(=O)(=O)N3CCOCC3)cc2)c1 | -2 | 8 | 11 | 0 | 11 | -2 | -6 | 3 | 0.5 | -4
Cc1ccc(NC2OC(CO)C(O)C(O)C2O)cc1 (configuration not stated) | 3 | 6 | -1 | 3 | 1 | -11 | -5 | 0 | 0.6 | -4
COc1ccc(C(CNC(=O)c2ccc(OCc3csc(C)n3)cc2)N2CCCC2)cc1 (configuration not stated) | -6 | -1 | -3 | 1 | 1 | 14 | 2 | 6 | -1.8 | -8
Cc1ccc(Cl)cc1NS(=O)(=O)c1cc2[nH]c(=O)c(=O)[nH]c2cc1C | 4 | -2 | -1 | -1 | -8 | -10 | 4 | 13 | -0.8 | 3
COCCNC(=O)/C(C#N)=C\c1ccc(CNS(=O)(=O)c2ccc(C)cc2)o1 | 3 | 10 | -3 | -1 | -1 | 1 | 9 | -1 | 0.4 | 3
COc1ccc(C2=CC(=O)CC(c3ccc(F)cc3)C2)cn1 (configuration not stated) | -1 | -6 | -1 | 0 | -1 | -5 | 3 | -5 | -1.5 | 0
COCC(=O)N(Cc1nc2sc(C)c(C)c2c(=O)[nH]1)C1CCCCC1 | 0 | 5 | -8 | -4 | -3 | -1 | 3 | -4 | 1.9 | -1
CC(C)c1nc(SCC(=O)N2CCN(c3ccccc3)CC2)c2c(=O)n(C)c(=O)n(C)c2n1 | -2 | -2 | 7 | -5 | 5 | 5 | 2 | 0 | -1.4 | 1
CCN(c1ccc(OC)cc1)S(=O)(=O)c1csc(C(=O)N2CCCC2)c1 | -2 | -1 | 0 | 1 | 5 | 5 | -4 | -7 | -0.2 | 5
Cc1ccc(Cl)cc1NC(=S)N(C)N | -1 | 0 | -2 | -2 | 6 | -14 | 15 | -2 | -1.7 | -1
CNC(=O)COc1coc(CN2CCN(c3ccccc3OC)CC2)cc1=O | -3 | 0 | -4 | -2 | -2 | 0 | 10 | -6 | 0.7 | -2
c1cnc2c(c1)ccc1cccnc12 | 3&3 | 8&0 | 0&0 | -2&1 | -5&7 | 6&11 | -5&-6 | 0&0 | 0.5&0.1 | -3&8
CC(C)/C(=N/Nc1ccccc1[N+](=O)[O-])c1ccccc1 | -8 | 2 | 9 | -2 | -5 | -7 | -2 | -2 | 0.1 | -6
COc1cccc(CNC(=O)COC(=O)C2CCN(c3ccc(C(F)(F)F)cn3)CC2)c1 | -7 | -10 | 4 | 1 | -6 | -4 | 5 | 2 | 0.3 | -3
COc1ccc(-n2c(N)c(C#N)c3ccc([N+](=O)[O-])cc3c2=O)cc1 | 5 | 2 | 0 | 4 | 6 | -4 | 2 | 6 | -1.3 | -5
Nc1ccc(-n2nncc2-c2ccccc2)cc1 | 4 | 4 | -2 | 1 | 3 | -8 | -3 | 6 | 1.4 | -14
COC(=O)COc1cccc(NC(=O)c2cc(OC)cc(OC)c2)c1 | -1 | -4 | -5 | 0 | -2 | 2 | -16 | -6 | -0.8 | 3
CCCC(CCC(=O)Nc1cccc([N+](=O)[O-])c1)C(=O)O (configuration not stated) | 0 | -5 | 1 | 0 | -4 | -6 | -1 | -1 | -0.4 | 3
Cc1ccc(-c2nnc(N3CCOCC3)c3ccccc23)cc1S(N)(=O)=O | 4 | -1 | -2 | 0 | -4 | 1 | -12 | 5 | -1.0 | 11
CC(=O)/C(N=Nc1ccc(C(=O)O)cc1)=C(\C)O | 0 | 5 | 4 | 5 | -6 | 10 | 0 | 0 | -0.4 | 3
N#CC1=CN(Cc2ccccc2)C=C(/C=N/Nc2ccccc2)C1 | 6 | 10 | -2 | 4 | 15 | 12 | -1 | 15 | 0.5 | -6
CCOC(=O)c1cc(-c2ccccc2)sc1NC(=O)C(C)C | 3 | -1 | -4 | -3 | 9 | 3 | 7 | 2 | 1.4 | -5
COc1cc(C(=O)Nc2ccc(N3CCCS3(=O)=O)cc2)c([N+](=O)[O-])cc1OC | 1 | -1 | 5 | 1 | 0 | -2 | -11 | 2 | -1.9 | 2
CC(C)C[C@@H](CSc1ccccc1)N1CCN(CC(C)C)CCC1=O | 2 | -14 | -4 | 4 | 1 | 0 | -18 | -12 | 0.2 | 2
CNC(=O)C1CCCN1S(=O)(=O)c1ccc(OC)cc1 (configuration not stated) | 2 | 9 | -1 | 0 | 0 | 5 | -10 | 1 | 0.9 | 3

Random excerpt: 6 records from the list, in no set order.
SMILES | NPR1 activator | HTRA1 inh | Rev-erbA mod | SMARCA2 act | mABHD4 FP | ARFGAP1 inh | ASAP1 GAP inh | rCAG binder | PG9 Ab binder | NPR2 activator
Cc1ccc(-c2nnc(N3CCOCC3)c3ccccc23)cc1S(N)(=O)=O | 4 | -1 | -2 | 0 | -4 | 1 | -12 | 5 | -1.0 | 11
N#CC1=CN(Cc2ccccc2)C=C(/C=N/Nc2ccccc2)C1 | 6 | 10 | -2 | 4 | 15 | 12 | -1 | 15 | 0.5 | -6
COc1cccc(CNC(=O)COC(=O)C2CCN(c3ccc(C(F)(F)F)cn3)CC2)c1 | -7 | -10 | 4 | 1 | -6 | -4 | 5 | 2 | 0.3 | -3
Cc1ccc(Cl)cc1NC(=S)N(C)N | -1 | 0 | -2 | -2 | 6 | -14 | 15 | -2 | -1.7 | -1
CCN(c1ccc(OC)cc1)S(=O)(=O)c1csc(C(=O)N2CCCC2)c1 | -2 | -1 | 0 | 1 | 5 | 5 | -4 | -7 | -0.2 | 5
CC(C)c1nc(SCC(=O)N2CCN(c3ccccc3)CC2)c2c(=O)n(C)c(=O)n(C)c2n1 | -2 | -2 | 7 | -5 | 5 | 5 | 2 | 0 | -1.4 | 1

Screening data: PubChem, several laboratories
